High-throughput results: PubChem, The Scripps Research Institute Molecular Screening Center
CHO-K1 Ca PAM: counter-screen for M1 PAMs: effect in parental CHO-K1 cells; activation, % at 3 µM; actives 0.02% (n = 360,000); ATP EC20, Fluo-8 calcium fluorescence; 0% at ATP EC20, 100% at ATP max;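 active = activation above the run cutoff, the mean activation of all test compounds plus 3 SD, cut at about 40% in these data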;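 note: peak over basal fluorescence ratio in a 140 s read after ATP addition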
OXTR potentiate: human OXTR potentiation; activation, % at 3 µM; actives 0.061% (n = 320,000); CHO-OTR cells, Fluo-8 calcium fluorescence, potentiator mode; 0% = oxytocin EC15, 100% = EC100; AID 2445; P30559;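 active = activation above that plate's cutoff, the mean activation of tested compounds plus 3 SD, cut at about 6.6% in these data, passing the limit was not always enough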;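 note: 100% uses oxytocin at 75 nM as the full agonist control; some results filed as inactive read as strong as hits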
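System: human OTR in CHO cells / Also added: sub-maximal oxytocin, roughly EC15 / Control set: EC15 oxytocin low, 75 nM oxytocin high / Schedule: 6 min compound pre-incubation at room temperature, 100 s kinetic read / Compound: single-point 3.0 µM / Replication: singlicate / Technique: Fluo-8 calcium dye fluorescence / Read-out basis: % activation of max/min ratio relative to oxytocin controls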
CHO-K1 Ca antag: nonselective inhibitor or artifact in parental CHO-K1 cells. ATP-induced calcium, Fluo-8 fluorescence. inhibition, % at 3 µM. actives 0.6% (n = 360,000);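 active = inhibition above a per-plate cutoff, the plate's mean sample inhibition plus 3 SD, cut at about 24% in these data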;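 note: 0% = DMSO plus EC80 ATP and 100% = DMSO alone without ATP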
TAAR1 antag: human TAAR1 antagonism | Q96RJ0 | CHO RD-HGA16 TAAR1, Fluo-8 calcium fluorescence, antagonist | actives 1.5% (n = 360,000) | inhibition, % at 3 µM;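 active = inhibition above a per-plate cutoff, the mean inhibition of test compounds on that plate plus 3 SD, cut at about 49% in these data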;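 note: 0% = DMSO plus EC80 beta-PEA response and 100% = DMSO alone without agonist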
Target sequence (Q96RJ0 whole entry, looked up): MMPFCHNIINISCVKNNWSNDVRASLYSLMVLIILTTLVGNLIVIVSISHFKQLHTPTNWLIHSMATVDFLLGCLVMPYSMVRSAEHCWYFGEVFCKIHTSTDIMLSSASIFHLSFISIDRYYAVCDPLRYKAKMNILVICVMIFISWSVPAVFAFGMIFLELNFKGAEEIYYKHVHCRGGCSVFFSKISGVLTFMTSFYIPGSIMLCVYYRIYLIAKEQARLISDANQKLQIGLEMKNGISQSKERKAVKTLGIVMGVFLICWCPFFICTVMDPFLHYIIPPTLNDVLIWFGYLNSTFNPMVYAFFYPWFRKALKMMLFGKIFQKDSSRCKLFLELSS
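Test system: CHO RD-HGA16 cells bearing hTAAR1 | Reagent: β-PEA, EC80 | Compound dosing: 3 µM, single point | Schedule: Dye loading 75 min at 37 °C, then 30 min room temperature | Signal: Calcium fluorescence with Fluo-8 | Evaluation: Percent inhibition of PEA-evoked calcium signal, max/basal emission ratio | Control set: DMSO-only wells and EC80 β-PEA-stimulated wells | Repeats: Singlicate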
M1 ag parental: nonselective activator or artifact in parental CHO-K1 cells; Fluo-8 calcium fluorescence; scaled to maximal ATP response, vehicle zero; activation, % at 3 µM; actives 0.48% (n = 360,000); in the data active = activation above about 15%;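 note: untransfected CHO-K1 host cells lacking M1 receptor as counterscreen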
TAAR1 agonist: agonists of human TAAR1; Q96RJ0; CHO RD-HGA16 TAAR1, Fluo-8 calcium fluorescence; vehicle wells 0%, saturating PEA agonist 100%; activation, % at 3 µM; actives 0.99% (n = 360,000); AID 624467;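 active = activation above the mean activation of all test compounds in the run plus 3 SD, cut at about 38% in these data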
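System: CHO-derived RD-HGA16 cells with stable Gα16 and human TAAR1. Times: 17-24 h plating, Fluo-8 75 min 37 °C, 30 min RT. Measured by: calcium-sensitive Fluo-8 signal, excitation 470-495, emission 515-575 nm. Read-out basis: % activation relative to PEA EC100 response. Control set: DMSO and PEA EC100. Repeats: no replicates (n 1).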
V1aR counter: counter-screen for oxytocin receptor agonists: human V1a receptor agonists; P37288; CHO-V1R cells, Fluo-8 calcium fluorescence, agonist mode; 0% DMSO, 100% 3 nM vasopressin; activation, % at 3 µM; actives 0.25% (n = 320,000);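 active = activation above the mean activation of all tested compounds plus 3 SD, per screening run, cut at about 20% in these data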;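 note: signal is peak over basal fluorescence ratio across a 100 second FLIPR read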
M1 ag: activates human CHRM1 receptor | P11229 | CHO-K1 hM1, Fluo-8 calcium fluorescence, agonist mode; 0% DMSO, 100% acetylcholine EC100 | activation, % at 3 µM | actives 0.33% (n = 360,000) | AID 588814;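 active = activation above the run's mean compound activation plus 3 SD, cut at about 16% in these data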;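 note: peak over basal fluorescence ratio within a 140 s kinetic read after compound addition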
Target sequence (P11229 whole entry, looked up): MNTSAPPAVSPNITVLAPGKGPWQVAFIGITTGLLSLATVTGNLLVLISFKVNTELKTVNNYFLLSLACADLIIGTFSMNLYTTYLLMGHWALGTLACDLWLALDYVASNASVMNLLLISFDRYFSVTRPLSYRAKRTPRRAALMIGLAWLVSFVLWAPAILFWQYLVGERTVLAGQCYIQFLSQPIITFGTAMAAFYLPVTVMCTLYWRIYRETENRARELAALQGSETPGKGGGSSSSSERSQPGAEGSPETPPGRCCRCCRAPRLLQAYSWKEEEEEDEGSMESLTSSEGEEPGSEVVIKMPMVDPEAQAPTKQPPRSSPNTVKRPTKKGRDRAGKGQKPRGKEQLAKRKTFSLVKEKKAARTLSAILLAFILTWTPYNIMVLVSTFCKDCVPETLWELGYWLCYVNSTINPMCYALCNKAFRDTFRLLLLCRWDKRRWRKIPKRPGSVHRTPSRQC
CHO parental Ca: counter-screen for OX1R antagonists: effect in parental CHO cells | actives 0.63% (n = 330,000) | parental CHO-K1, ATP-induced calcium, Fluo-8 fluorescence | inhibition, % at 5.6 µM;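 active = inhibition above that plate's mean sample inhibition plus 3 SD, cut at about 26% in these data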;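 note: 0% = ATP-challenged DMSO wells and 100% = DMSO wells without ATP; some compounds past the cut are filed as inactive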
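Assay system: parental CHO cells; Read-out basis: percent inhibition of ATP-evoked calcium rise, normalized to controls; Benchmarks: ATP and no-ATP DMSO wells; Compound dosing: single nominal dose of 5.6 µM per compound; Signal: Fluo-8 calcium dye fluorescence; Also added: ATP as calcium-mobilizing challenge; Repeats: singlicate.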
Active calls of the source: *; . = no result given.

Value order: CHO-K1 Ca PAM	OXTR potentiate	CHO-K1 Ca antag	TAAR1 antag	M1 ag parental	TAAR1 agonist	V1aR counter	M1 ag	CHO parental Ca
1	O=C(Cc1ccccc1[N+](=O)[O-])N1CCOCC1
 : 20.0	-14.2	-6.8	-8.8	-0.1	4.2	0.0	-0.1	9.4
2	CCOC(=O)CN1C(=O)S/C(=C\c2ccc3c(c2)OCO3)C1=O
 : -8.2	-12.3	-5.3	-19.5	0.3	-0.2	3.4	-0.8	-6.0
3	O=C(NC(=S)Nn1cnnc1)c1ccccc1
 : 1.0	-4.8	-6.0	-6.7	-0.1	9.1	0.6	-1.3	1.6
4	CCCCCC(=O)Oc1cccc(N2C(=O)C3CCCCC3C2=O)c1 (configuration not stated)
 : 26.4	-9.0	-6.5	-10.3	2.0	0.4	-0.2	-8.4	-19.8
5	CCCSC1=C(C#N)C(c2ccccc2OCC)CC(=O)N1 (configuration not stated)
 : 14.3	-2.0	-8.8	4.3	0.5	3.4	-0.7	-5.7	-8.3
6	CCc1ccc(N2C(=O)C3CCCN3C2=S)cc1 (configuration not stated)
 : 6.0	-14.5	8.0	-4.0	3.0	-1.3	3.0	-2.8	-3.5
7	CCC[C@@H](CN1CCC[C@H]1CN1C(N)=NC[C@@H]1Cc1ccccc1)N1C[C@@H](Cc2ccccc2)N(CCc2ccc(Cl)c(Cl)c2)C1=N
 : -2.6	1.4	3.2	10.4	0.1	5.4	-0.2	-10.8	-21.0
8	O=C(C[n+]1cnn(CC(=O)c2ccc(Cl)cc2Cl)c1)c1ccc([N+](=O)[O-])cc1
 : 22.7	-1.3	-5.7	-3.8	0.1	5.6	0.4	-11.9	-6.7
9	COc1ccc(CNc2nc3nc(C)c(Cl)c(C)n3n2)cc1
 : 8.8	4.4	-6.0	-17.4	2.7	-1.3	0.1	-4.4	-14.4
10	CCCCn1c(-c2cccnc2)nc2cc3[nH]c(=O)c(C(C)C)nc3cc21
 : 13.6	0.6	-16.1	8.5	1.2	8.5	-0.5	0.4	-23.6
11	COc1ccc(N2CC(C(=O)N[C@@H](C)C(=O)N3CCCCC3)CC2=O)cc1 (some centres not stated)
 : 19.1	-7.0	-18.1	-14.4	1.6	0.7	-0.9	1.7	9.2
12	CC(=O)c1ccccc1NC(=O)COC(=O)c1ccccc1NC(=O)c1ccccc1
 : 31.6	0.2	-19.2	-2.6	0.6	7.2	-1.2	-10.0	-16.8
13	Brc1ccc(C=Nc2ccc3c(c2)OCCOCCOCCO3)s1
 : -9.5	-4.8	9.1	-19.2	0.8	2.6	0.3	-2.0	7.3
14	O=C(Oc1c(-c2ccccc2)c(=O)n2c3c(cccc13)CC2)c1ccc(F)cc1
 : 16.8	-5.3	-6.2	-55.3	1.2	-0.9	0.0	-2.5	-37.9
15	CN(C)CCCNc1ccc(-c2cc(Nc3cccc(Cl)c3)ncn2)cn1
 : -5.2	-3.1	-5.5	-4.5	0.4	8.9	0.0	-10.3	-10.5
16	COc1ccc(C)cc1S(=O)(=O)Nc1cc2c3c(c1)C(C)C(=O)N3CCC2 (configuration not stated)
 : 2.7	8.3	-12.4	-13.4	0.7	1.2	-0.3	-3.2	-9.9
17	COc1ccc(CN(C)CC2CCCN(CCc3ccccc3C)C2)cc1O (configuration not stated)
 : 10.8	-6.2	-3.3	-32.1	1.1	1.4	0.5	-8.1	-20.5
18	Cc1cccc(NS(=O)(=O)c2cc3c4c(c2)C(C)C(=O)N4CCC3)c1 (configuration not stated)
 : -7.2	-0.5	-11.6	-27.9	1.7	-0.4	0.0	-3.1	-13.1
19	CCOC(=O)CSc1ncc(OC)c(=O)[nH]1
 : -4.4	0.1	3.5	0.1	0.2	-0.5	1.0	-2.1	2.9
20	COC(=O)C(NNc1ccccc1C)(NC(=O)c1ccc(F)cc1)C(F)(F)F (configuration not stated)
 : 20.4	4.3	-11.3	5.3	0.3	13.4	-0.8	-1.7	-8.1
21	COc1ccccc1CNC(=O)c1cc(S(=O)(=O)N2CCOCC2)cn1C
 : 6.9	-2.0	3.6	-25.9	1.3	2.7	0.4	-2.4	-7.4
22	O=C(Nc1nnc(S(=O)(=O)N2CCCCCC2)s1)c1ccc(Br)cc1
 : 15.7	-4.9	0.7	-9.5	0.0	3.6	0.9	3.0	-3.6
23	O=C1/C(=C\c2ccc(O)c(O)c2)C(c2ccccc2)=NN1c1ccccc1
 : 3.8	.	2.3	-3.4	14.1	8.4	.	0.5	.
24	COc1cc(C2CC(=O)Oc3cc(C)cc(C)c32)cc(OC)c1OC (configuration not stated)
 : -2.6	.	9.2	17.6	0.8	0.6	.	2.6	-15.0
25	CC(OC(=O)CC1CCCCC1)C(=O)Nc1ccc(F)cc1 (configuration not stated)
 : 7.0	-1.4	5.7	-9.9	-0.4	-0.8	-1.4	-4.1	-16.3
26	Cn1cnc([N+](=O)[O-])c1S(=O)(=O)Oc1ccc(Cl)cc1
 : -21.7	.	18.5	15.9	0.7	7.8	.	-1.0	.
27	COc1cccc(-n2ccnc2SCC(=O)NCc2ccccc2)c1
 : 18.5	3.4	-14.5	8.1	1.0	-0.8	-0.9	-4.1	-22.4
28	COc1ccc(OC)c(NC(=O)CN(Cc2ccc(Cl)cc2)S(C)(=O)=O)c1
 : 0.0	-18.1	-3.4	-9.4	0.7	13.5	3.7	-5.9	-19.3
29	CCOc1ccccc1C(=O)N[C@H](C(=O)OCC(=O)Nc1nnc(-c2ccccc2)o1)C(C)C
 : -26.7	.	16.0	-38.9	-0.6	-2.2	.	-0.2	.
30	CCN(CC)S(=O)(=O)N1CCN(S(=O)(=O)N2CCOCC2)CC1
 : 4.5	-9.7	-1.3	2.1	0.7	2.1	1.6	-3.6	9.8
31	Cc1ccccc1OCC(O)Cn1c(Br)nc2c1c(=O)[nH]c(=O)n2C (configuration not stated)
 : 19.9	-4.0	-10.6	33.3	6.7	18.8	3.1	1.0	-7.4
32	CN1C[C@@H]2[C@@H]3C(=O)N(Cc4ccccc4)C(=O)[C@@H]3[C@](C)(C1=O)N2C(=O)c1ccc(C(C)(C)C)cc1
 : 3.4	.	-6.3	13.0	0.1	6.3	.	-2.0	.
33	COC(=O)c1sc(N2C(=O)C(O)=C(C(=O)c3ccc(C)o3)C2c2ccc(F)cc2)nc1C (configuration not stated)
 : 15.3	-0.4	-20.8	-33.8	1.1	5.1	1.6	-2.2	-14.8
34	COc1ccc(Nc2ncnc3sc(C)cc23)cc1
 : -1.4	-10.1	-18.3	.	-0.2	.	-0.1	-5.2	-11.3
35	Nc1[nH]nc2nc(N3CCCC3)nc(-c3ccccc3)c12
 : -20.2	-2.3	2.8	-0.4	0.2	13.7	-0.1	-0.5	-5.2
36	C=CCN(CC=C)CC(=O)Nc1cccc(Oc2cnccn2)c1
 : 8.9	-10.1	1.3	5.5	0.8	-1.0	0.3	-1.9	-12.5
37	O=C1COc2ccc(S(=O)(=O)N3CCN(c4ccccc4)CC3)cc2N1
 : 11.8	-6.4	-4.6	-14.1	2.1	0.8	3.9	-0.7	-6.0
38	COC(=O)c1ccccc1C(=O)N1CC(O)CO1 (configuration not stated)
 : 16.5	-10.4	-17.0	-4.4	0.5	-0.7	3.9	-0.3	5.1
39	CS(=O)(=O)N(CC(=O)N1CCCCC1)C1CCCCC1
 : 2.1	-13.0	2.8	-0.3	-0.1	10.2	-0.3	-1.8	-3.5
40	CN(C)C(=O)c1ccc(NC(=O)c2ccccc2-c2ccccc2)cc1
 : 10.3	1.3	-5.4	-8.4	0.7	5.3	-0.4	2.5	-11.1
41	CN(C)S(=O)(=O)Oc1ccc(C(=O)Nc2cccc(Cl)c2)cc1
 : 14.8	-17.4	-3.2	-0.3	2.4	4.6	6.1	-6.4	4.0
42	Cc1ccc(-c2cn(S(=O)(=O)c3ccc(C)cc3)nc2N)cc1
 : 5.0	-4.1	-5.0	-5.3	-0.6	2.4	-0.4	-8.2	6.7
43	CCc1ccc(N=CC2=C(O)CC(c3ccco3)CC2=O)cc1 (configuration not stated)
 : 10.1	-22.9	-4.1	3.3	0.9	8.5	5.0	-1.3	-7.6
44	CCOC(=O)N(C)c1ccc(C(O)(C(F)(F)F)C(F)(F)F)cc1
 : 14.8	-18.6	-3.7	8.3	1.7	1.2	1.5	-3.9	10.9
45	C=CCc1c(C)[nH]c(=O)[nH]c1=O
 : 9.3	-1.9	-16.0	-20.7	1.2	71.8*	0.3	-1.9	0.1
46	COc1ccc(CCNC(=O)CSc2nc3ncccc3[nH]2)c(OC)c1
 : 7.3	-1.5	-5.5	-12.5	5.8	1.0	1.6	-8.5	-18.4
47	COc1ccc(-c2nc(NC3=NCCCCC3)sc2C)cc1
 : 25.9	-8.5	-8.1	-4.3	3.7	5.8	-1.9	-12.7	-18.9
48	CC[C@@H](C)C(NC(=O)OC(C)(C)C)c1cn([C@@H](CCC(=O)OC(C)(C)C)C(=O)N2CCN(C(=O)OC(C)(C)C)CC2)nn1 (some centres not stated)
 : 20.9	5.4	-13.2	-4.1	0.4	-0.5	-0.7	-1.8	-10.9
49	Cc1ccc(Cn2c(SCC(=O)NCC3CCCO3)nc3c2c(=O)n(C)c(=O)n3C)cc1 (configuration not stated)
 : 18.5	-5.1	-1.7	-26.4	0.0	1.0	-0.4	-4.7	-1.1
50	Cc1noc(C)c1COc1ccc(C(=O)N(C)CCOc2ccccc2)cc1
 : -7.4	-4.5	-5.9	0.2	2.1	5.5	4.2	-1.6	-12.1
51	CCOc1cc(N2CCOCC2)c(OCC)cc1NC(=O)c1ccc(C)s1
 : -4.0	-15.5	-11.4	-14.3	0.7	0.5	-0.4	-6.8	-4.0
52	CN(C)c1ccc(/C=C/C(=O)c2ccc3c(c2)OCCO3)cc1[N+](=O)[O-]
 : 0.1	-6.4	3.4	14.0	0.7	8.0	1.8	-9.6	-10.4
53	COCCNC(=O)Cn1nc(C(F)(F)F)c(Br)c1C
 : 12.7	-2.1	-10.6	-11.5	0.3	-2.3	0.2	-1.4	-6.0

One compound at a time, from the list above. Values in the order: CHO-K1 Ca PAM	OXTR potentiate	CHO-K1 Ca antag	TAAR1 antag	M1 ag parental	TAAR1 agonist	V1aR counter	M1 ag	CHO parental Ca
Record of CN(C)c1ccc(/C=C/C(=O)c2ccc3c(c2)OCCO3)cc1[N+](=O)[O-] → 0.1	-6.4	3.4	14.0	0.7	8.0	1.8	-9.6	-10.4
Record of Cc1noc(C)c1COc1ccc(C(=O)N(C)CCOc2ccccc2)cc1 → -7.4	-4.5	-5.9	0.2	2.1	5.5	4.2	-1.6	-12.1
